Bioassay records as filed in PubChem.
Vif inh = blocks HIV Vif function. HEK293T cells, Vif self-association by quenched fluorescence, imaging, 24 h. inhibition, % at 7.49 µM. actives 0.35% (n = 340,000). AID 602346; in the data active = inhibition above about 50%, passing the limit was not always enough; inconclusive = no clear call, values can overlap the other calls; inactive = below about 31%; also: some results filed as inactive read as strong as hits
Glyco luc inh = N-linked glycosylation inhibition | actives 0.23% (n = 360,000) | reporter increase, % at 12.5 µM | AID 588692 | D54 ERlucT glycosylation luciferase reporter, 24 h; percent of 100 nM tunicamycin response;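 active = mean luciferase reporter signal, scaled so untreated is 0 and the glycosylation-blocking control 100, at or above a set limit in every replicate; inconclusive = mean reaches the limit but not every replicate does; inactive = mean below the limit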;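 also: luciferase carries N-glycosylation sites so blocking glycosylation raises the light; 0% = median of neutral control wells and 100% = median of 100 nM tunicamycin wells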
iPSC survival up = hiPSC single-cell survival enhancement | ATPlite luminescence; 100% = ROCK inhibitor wells, 0% = DMSO | survival enhancement, % at 20 µM | actives 0.044% (n = 360,000) | AID 602274; in the data active = survival enhancement above about 18%;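 also: cells exposed to compounds for 16 hours before the ATP read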
CaV13 FRET inh = Disruptors of the CACNA1D IQ motif to Ca2+-dependent inactivation inhibitor domain association, primary screening, Förster resonance energy transfer in intact living … | HEK cells, CFP/YFP FRET ICDI-IQ, plate reader, 10 min; percent FRET-ratio fall versus neutral wells | inhibition, % at 12.3 µM | actives 0.098% (n = 340,000) | AID 743397;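 active = mean replicate inhibition of at least 30% and at least 1% of replicates passing that level; inconclusive = only one of the two criteria is met; inactive = neither criterion is met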;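 also: 0% = median of the neutral control wells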
H9c2 protect = protects H9c2 cardiomyocytes from peroxide injury | H2O2 injury protection, ATPLite, 2 h | AID 588492 | protection from H2O2 cell death, % at 20 µM | actives 0.63% (n = 360,000);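 active = compounds giving at least 50% protection of heart cells from peroxide-induced death in the single-dose screen, raw or plate-pattern-corrected value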;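 also: 0% = DMSO wells with peroxide and 100% = DMSO wells without peroxide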
PDI turbidity = inhibitors of human protein disulfide isomerase; P07237; PDI insulin aggregation turbidity, A650, 90 min; inhibition, % at 10 µM; actives 0.052% (n = 350,000);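 active = mean inhibition across replicates of 30% or more, whatever share of single replicates reach that level; inconclusive = mean inhibition below 30% while every single replicate reaches 30%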;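 also: absorbance from insulin aggregation driven by PDI reduction with DTT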
Target sequence (P07237 whole entry, looked up): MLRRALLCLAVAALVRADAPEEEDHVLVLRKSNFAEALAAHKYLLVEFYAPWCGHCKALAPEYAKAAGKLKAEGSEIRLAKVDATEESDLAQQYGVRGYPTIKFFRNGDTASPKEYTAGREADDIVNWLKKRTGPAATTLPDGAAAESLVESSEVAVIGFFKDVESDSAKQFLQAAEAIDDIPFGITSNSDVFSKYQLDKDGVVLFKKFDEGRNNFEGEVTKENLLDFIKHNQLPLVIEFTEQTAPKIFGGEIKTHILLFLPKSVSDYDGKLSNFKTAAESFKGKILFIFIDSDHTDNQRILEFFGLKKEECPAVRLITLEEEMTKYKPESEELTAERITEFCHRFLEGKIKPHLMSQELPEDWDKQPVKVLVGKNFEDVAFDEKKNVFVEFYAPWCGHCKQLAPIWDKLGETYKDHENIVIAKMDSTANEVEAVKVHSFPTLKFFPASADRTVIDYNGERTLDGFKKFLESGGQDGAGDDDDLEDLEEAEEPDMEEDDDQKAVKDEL
aDG glyco act = alpha-DG glycosylation activation | Pro5-aDG cells, alpha-DG glycosylation AlphaScreen (IIH6); 0% Pro5, 100% B10-LARGE cell signal | actives 0.22% (n = 360,000) | activation, % at 10 µM;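 active = activation of at least 8% versus controls, or a plate z-score of at least 8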;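 also: Pro5 are CHO cells carrying HIG-tagged alpha-DG that lacks glycosylation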
m5-HT2A agonist = mouse HTR2A agonism via beta-arrestin recruitment. activation, % at 7.6 µM. actives 0.66% (n = 360,000). AID 624169. CHO-K1 mHTR2A beta-arrestin complementation, luminescence; percent of 30 µM serotonin response;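 active = activation above a run cutoff, the mean activation of all tested compounds plus 3 SD, cut at about 14% in these data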;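 also: 0% = plate median of compound wells and 100% = 30 µM serotonin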
Target sequence (P35363 whole entry, looked up): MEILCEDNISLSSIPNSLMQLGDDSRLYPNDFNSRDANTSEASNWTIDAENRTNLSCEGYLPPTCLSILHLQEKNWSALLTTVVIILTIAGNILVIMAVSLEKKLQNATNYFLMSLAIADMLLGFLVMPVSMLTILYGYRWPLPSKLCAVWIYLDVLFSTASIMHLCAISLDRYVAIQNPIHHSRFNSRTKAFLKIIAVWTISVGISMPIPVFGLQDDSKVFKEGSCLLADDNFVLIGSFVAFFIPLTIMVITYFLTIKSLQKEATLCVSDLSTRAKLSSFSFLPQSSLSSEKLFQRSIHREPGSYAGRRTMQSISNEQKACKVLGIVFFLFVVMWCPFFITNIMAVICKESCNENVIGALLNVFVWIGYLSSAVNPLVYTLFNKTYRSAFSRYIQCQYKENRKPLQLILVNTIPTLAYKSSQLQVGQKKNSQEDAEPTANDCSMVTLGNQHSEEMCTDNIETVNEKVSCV
ABCB6 inh MLPCN = human ABCB6 transporter inhibition. Q9NP58. K562-ABCB6 porphyrin accumulation, flow cytometry, 1 h; active compounds read low. fluorescence ratio to DMSO, % at 10 µM. actives 0.19% (n = 360,000). AID 602162;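 active = fluorescence ratio to DMSO below 75%, the collection mean minus 3 SD; inconclusive = too few cells collected in the well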;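 also: signal is porphyrin accumulated inside mitochondria; 100% equals median channel fluorescence of DMSO control wells; lower ratio means ABCB6 inhibition with less porphyrin fluorescence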
Granule exo inh = lytic granule exocytosis inhibition; TALL-104 LAMP-1 surface exposure, flow cytometry; cells stimulated with thapsigargin and PMA; inhibition, % at 10 µM; actives 0.66% (n = 360,000);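 active = inhibition above about 55%, limit read from the data; inconclusive = no clear call, values can overlap the other calls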
Active calls of the source: *; ? = inconclusive; nt = no result given.

SMILES	Vif inh	ABCB6 inh MLPCN	iPSC survival up	H9c2 protect	aDG glyco act	PDI turbidity	m5-HT2A agonist	CaV13 FRET inh	Granule exo inh	Glyco luc inh
COC(=O)CSc1nnc(COc2cccc3ccccc23)o1	2	94	0.4	-2	-0.1	4	-4	-1	-1	2
Cc1ccc(C(C)C)c(OCCNCCc2ccccc2)c1	2	97	-0.2	-21	0.8	9	-2	-6	64*	-1
COc1ccccc1Nc1nc(-c2sc(NC(=O)CC(C)C)nc2C)cs1	6	106	-0.2	-6	0.0	-4	4	-8	25	-7
CCc1nnc(NS(=O)(=O)c2ccc(N/C=C(\C=O)c3nc4cc(Cl)ccc4o3)cc2)s1	5	106	1.9	4	-0.3	-1	5	-9	0	-1
CCCCP(=O)(CCCC)c1ccccc1C(=O)O	11	96	nt	nt	nt	13	0	-3	0	1
COc1ccc(C(C(=O)NC(C)(C)C)N(CC2CCCO2)C(=O)CCC(=O)Nc2cc(C)on2)cc1 (stereo unspecified)	nt	100	0.9	-1	0.1	-1	0	-5	2	1
CCN1CCN(CCCN(Cc2ccco2)C(=S)Nc2ccc(Cl)cc2)CC1	?	88	-0.4	8	0.4	-14	-5	-19	0	-2
CC1CCc2sc(C(=O)NCc3ccc(F)cc3)cc2C1 (stereo unspecified)	-3	95	-1.9	-10	0.0	-3	-8	-6	0	1
CCCCCCCCN1C(=O)[C@H](CC(=O)NCCCOCCCC)C[C@@]2(C(=O)OC)CCCCC=C12	nt	95	0.3	nt	0.3	nt	-5	-5	18	nt
C[C@@H]1CN([C@@H](C)CO)S(=O)(=O)c2ccc(Br)cc2O[C@@H]1CN(C)C(=O)c1ccc(F)cc1	-16	98	0.8	-2	0.8	0	1	-3	-10	1
Cc1ccc(CS(=O)(=O)Cc2ccc(C(=O)NCCCN3CC(C)CC(C)C3)o2)cc1 (stereo unspecified)	-6	92	-0.2	2	0.2	8	-1	-3	-1	-1
O=C(NNc1ccc(F)cc1F)C1CCC1	6	97	-0.5	-1	-0.1	0	3	-20	-3	3
O=C(O)CC(C(=O)NCc1ccccc1)C1CCCO1 (stereo unspecified)	5	97	-0.3	8	-0.2	8	0	-4	1	3
CC(=O)c1ccc(NC(=O)c2ccc(NC(=O)CCS(=O)(=O)c3cccs3)cc2)cc1	-2	94	0.5	19	-0.1	14	-3	3	3	-2
O=C(CN1C(=O)NC2(CCCC2)C1=O)c1ccc(Cl)s1	-2	102	-0.4	-2	0.1	-22	-2	-7	0	-1

Further records follow.
SMILES	Vif inh	ABCB6 inh MLPCN	iPSC survival up	H9c2 protect	aDG glyco act	PDI turbidity	m5-HT2A agonist	CaV13 FRET inh	Granule exo inh	Glyco luc inh
CCOc1ccc(C(=O)NC(=S)N2CCN(c3ccc(C(F)(F)F)cc3[N+](=O)[O-])CC2)cc1	-7	99	0.3	-1	-0.2	-1	-2	-5	4	1
COc1cc(CN2CCC(C(=O)NCCC(C)C)CC2)ccc1OCc1ccccc1	-2	98	-0.6	-1	0.7	-1	-10	0	63*	-8
COC(=O)c1c(NC(=O)COC(=O)c2ccccn2)sc(C)c1C	-11	103	-0.5	4	-0.3	-5	-7	-2	0	3
COc1ccc(NC(=O)c2sc3nc(N4CCOCC4)c4c(c3c2N)CCCC4)c(OC)c1	-7	97	1.2	6	-0.1	4	2	-7	-8	1
CSc1cccc(NC(=O)COc2ccccc2C)c1	5	102	1.7	-7	1.0	-3	-1	4	0	-1
Cc1ccc2c(c1)nc1c3ccccc3nc(-c3ccccc3N)n21	23	93	2.9	58*	-0.1	1	1	-7	-9	2
CSc1ccc(/C=C/C(=O)OCC(=O)NC(C)C)cc1	2	102	1.2	4	0.0	-5	-1	-4	0	0
CC(C)(C)c1cc2ncnc(N3CCCCC3)c2s1	0	93	-0.6	0	-0.1	-44	2	nt	-3	-2
O=C(O)c1ccc2c(c1)-c1nc3ccccc3n1C2=O	8	99	0.8	3	-0.1	2	6	-4	4	1
Cc1cc(C)cc(N(CC(=O)NCC2CCCO2)C(=O)CCC(=O)Nc2cc(C)on2)c1 (stereo unspecified)	-10	141	2.9	-5	0.0	-14	-4	-5	-2	-1
CCCCCn1nnnc1C1(C)CCC(=O)N1Cc1ccco1 (stereo unspecified)	nt	nt	nt	nt	-0.1	nt	8	-7	0	nt
COc1ccc2c(c1OC)C(=O)OC2Nc1nc(-c2cc3ccccc3oc2=O)cs1 (stereo unspecified)	-16	104	-2.2	-13	-0.2	-5	5	-7	79*	-7
CCC1(c2ccc(F)cc2)NC(=O)N(CC(=O)Nc2cccc(S(=O)(=O)N3CCCCC3)c2)C1=O (stereo unspecified)	-12	101	0.3	5	-0.2	11	11	-6	3	2
COc1cccc(NC(=O)C2(C)CCN2CC2CCCCC2)c1 (stereo unspecified)	-2	99	1.8	-1	0.0	5	-3	-6	2	0
COc1ccc(N=C2SC(C(=O)O)CC(=O)N2Cc2ccc(OC)c(OC)c2)cc1 (stereo unspecified)	5	97	1.3	-1	0.0	4	1	-5	1	1

(cont.)
SMILES	Vif inh	ABCB6 inh MLPCN	iPSC survival up	H9c2 protect	aDG glyco act	PDI turbidity	m5-HT2A agonist	CaV13 FRET inh	Granule exo inh	Glyco luc inh
CC(C)NC(=O)c1ccc2c(c1)N(CC(=O)N1CCCC1)C(=O)C(C)(C)O2	3	102	0.0	2	0.0	-3	0	-18	3	4
O=C(C1=C[C@@H](C2CCCCC2)C[C@@H](OCCCCO)O1)N1CCOCC1	-5	97	-0.3	3	0.1	14	-1	-5	11	2
Cc1cc(NC(=O)CC(CN(C)S(=O)(=O)c2ccccc2)c2ccccc2)no1 (stereo unspecified)	-1	98	-1.7	0	0.1	nt	1	-3	-3	-3
COc1ccccc1NC(=O)CSc1ccc2nnc(-c3cccnc3)n2n1	0	104	2.9	16	0.0	10	1	-7	3	2
CCCCn1c(-c2cccc(C)c2)nc2cc3[nH]c(=O)c(C(C)C)nc3cc21	-9	101	1.7	3	0.5	3	1	-10	7	-1
CCCN(C(=O)CSCc1ccc(C)cc1)c1c(N)n(Cc2ccccc2)c(=O)[nH]c1=O	-8	93	3.6	-1	0.0	1	1	-6	12	1
CCc1ccc(NC(=O)C2CCN(C(=O)[C@@H]3Cc4ccccc4CN3)CC2)cc1	8	112	1.2	-4	-0.1	0	-3	-13	3	0
O=C(c1ccccc1)c1cc(-c2ccccc2)on1	11	104	-3.9	-32	0.0	2	-1	nt	-10	-16
COc1cccc(C(=O)Nc2ccc(NC(=O)C3CC3)cn2)c1	-2	91	-3.7	-10	0.2	-6	5	-3	-2	-4
Cc1nc(=O)c(-c2ccccc2)c(C)n1-c1cccc(/C=C/C(=O)O)c1	-7	104	1.0	2	-0.2	17	-8	-19	5	-1
CC(=O)Nc1ccc(NC(=O)c2cc(=O)c3ccc(C)cc3o2)cc1	-5	99	1.6	5	-0.1	-4	2	-18	2	-1
COc1ccc(-n2c(=O)/c(=C\c3cccs3)s/c2=C(/C#N)C(=O)N2CCN(C)CC2)cc1	8	97	-0.6	7	-0.6	-11	-2	-9	20	-4
O=S(=O)(c1ccccc1)n1c(C(O)c2ccccn2)cc2ccccc21 (stereo unspecified)	-13	90	-3.0	24	0.5	-8	-2	-9	-2	1
CN(C)S(=O)(=O)Oc1cccc(C(=O)Nc2ccc(Cl)cc2)c1	-35	83	-2.1	-30	5.6	5	2	-4	-2	-8
COC(=O)CN1CCN(C(=O)c2ccco2)CC1	-3	105	-0.4	3	-0.2	2	7	-6	4	-1

Additional results.
SMILES	Vif inh	ABCB6 inh MLPCN	iPSC survival up	H9c2 protect	aDG glyco act	PDI turbidity	m5-HT2A agonist	CaV13 FRET inh	Granule exo inh	Glyco luc inh
Cc1cc(NC(=O)c2ccc3c(c2)C(=O)N(C2CCCCC2)C3=O)no1	-3	96	-0.6	-7	0.0	-2	4	nt	0	-3
O=C(NN=Cc1ccc(OC(F)F)cc1)c1ccc(NS(=O)(=O)c2cccs2)cc1	-4	101	-2.6	-11	0.1	13	-1	-2	-2	0
Cc1ccccc1C(=O)Nc1nnc(SC(C)C)s1	-7	93	-0.1	0	-0.3	-9	1	-4	-1	0
COC(=O)C1CC(C(=O)OC)C2C(C(=O)OC)CC(C(=O)OC)C12 (stereo unspecified)	5	104	0.4	8	-0.1	9	2	-6	6	2
COc1cccc(CNc2ccc(N3CCCCC3)cc2)c1OC	?	105	7.2	-18	-0.6	-2	7	-2	4	-2
Cc1cccc(NC(=O)CCCN2C(=O)C3CC=CCC3C2=O)c1 (stereo unspecified)	-1	102	-0.3	2	-0.3	2	10	-7	0	0
CCCc1nnc(SCC(=O)NC2CCCC2)n1CCOC	8	95	-0.1	4	-0.1	1	-2	-3	-10	4
COc1ccc(N=Cc2oc3ccc4ccccc4c3c2O)cc1	0	209	-1.5	-8	0.1	0	0	-9	1	3
O=C(CCCn1c(=S)[nH]c2ccc(Br)cc2c1=O)NCc1ccccn1	-8	98	0.3	7	-0.2	-4	4	-9	-1	0
O=C(c1cn(-c2ccccc2)nc1-c1ccncc1)n1nnc2ccccc21	38	100	-0.9	22	0.0	3	2	nt	-1	1
Cc1cc(NC(=O)c2cc([N+](=O)[O-])cc([N+](=O)[O-])c2C)no1	-2	99	-0.7	5	1.0	7	-3	0	9	-2
O=C(OCC#CCSc1nnc(-c2ccccc2)o1)c1cc2ccccc2o1	9	112	-3.5	-22	0.1	-6	3	-5	-1	-3
CCCN1CCN(c2ncnc3c2nnn3Cc2ccccc2)CC1	nt	115	-1.4	8	-0.1	-1	-8	nt	0	6
O=C(COc1ccc([N+](=O)[O-])cc1)Nc1ccc(CN2CCOCC2)cc1	5	102	-2.3	-14	-0.1	1	5	-2	0	-1
NS(=O)(=O)c1ccc(NC(=O)CSc2ccccc2)cc1	-12	100	-0.3	2	-0.3	10	5	-5	10	-1

(cont.)
SMILES	Vif inh	ABCB6 inh MLPCN	iPSC survival up	H9c2 protect	aDG glyco act	PDI turbidity	m5-HT2A agonist	CaV13 FRET inh	Granule exo inh	Glyco luc inh
CCC(c1nnnn1CC1CCCO1)N(CCCO)Cc1cc2cccc(C)c2[nH]c1=O (stereo unspecified)	0	100	-1.1	38	-0.2	3	8	-8	-1	1
O=C1N/C(=C\c2ccc(N3CCOCC3)c(F)c2)C(=O)N1Cc1ccccc1	-4	91	-0.7	-8	0.1	2	-2	-5	-1	1
CCC(C)[C@H](NC(=O)N1CC(=O)Nc2ccccc21)C(=O)N[C@@H](Cc1c[nH]c2ccccc12)C(=O)O (stereo partly specified)	4	102	3.2	0	0.1	nt	0	nt	-2	1
Cc1cccc(N=Nc2c(C)[nH]n(-c3ccccc3)c2=O)c1	-10	90	0.2	-6	-0.2	-17	0	1	-4	0
COc1ccc(S(=O)(=O)CCC(=O)O)cc1	-2	101	-1.2	3	-0.3	9	5	-1	0	0
Cc1c(C(=O)c2ccc(F)cc2)c2ccccn2c1CCc1ccccn1	-3	107	-4.1	-2	-0.1	0	3	4	2	-6
CC(C)N1CC(C(=O)Nc2ccc(F)c(Cl)c2)CC1=O (stereo unspecified)	30	98	0.6	10	0.0	-13	1	-2	-4	2
Cc1c(Cl)c([N+](=O)[O-])nn1CC(=O)NC(C)c1ccccc1 (stereo unspecified)	22	86	0.3	10	0.2	0	5	-5	-3	3
